From PubChem
Tau fluor cs – counter-screen for tau fibril formation inhibitors | tau K18 P301L (four-repeat tau fragment) Alexa594 fluorescence, heparin fibrillization | Potency, µM (top dose mostly 57.7 µM), for inactives: at the highest dose activity change, negative = decrease | 280,000 compounds, 0.93% hits | AID 1463; note: % is set by controls: 0 for no effect and ±100 for the full control effect; nearly all actives have a fitted effect of over 55% in size
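Human K18 P301L tau (15 uM unlabeled plus 0.24 uM Alexa 594-labeled, final) in 100 mM sodium acetate pH 7 was mixed with compound and 20 uM heparin and incubated 6 hr at 37 C.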
GAA glycogen mod – alters human alpha-glucosidase cleavage of glycogen; P10253; recombinant GAA, glycogen substrate, Amplex Red glucose oxidase fluorescence; Potency, µM (titrated, usually from 76.4 µM), for inactives: at the top dose activity change, negative = inhibition, most hits filed as inhibitors; 300,000 compounds, 0.38% hits; AID 2100;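 note: 0% = full enzyme reaction and -100% = no-enzyme basal signal; the screen sought inhibitors and activators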
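Recombinant human alpha-glucosidase (4 nM final) hydrolysed bovine liver glycogen (30 ug) for 40 min at 37 C in pH 5.0 citrate/phosphate with 0.01% Tween-20. Released glucose detected by glucose oxidase/Amplex Red, Ex 573/Em 610 nm. Compounds up to 77 uM; AC50 from Hill fits.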
aGal spleen mod – inhibitors or activators of human alpha-galactosidase in spleen homogenate; human spleen homogenate, 4MU-alpha-Gal fluorescence, 40 min; Potency, µM (doses to about 80 µM), for inactives: at the highest dose activity change, negative = inhibition, most hits filed as inhibitors; 240,000 compounds, 0.008% hits; AID 2107;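 note: 0% = enzyme with vehicle and -100% = no enzyme basal signal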
Target sequence (P06280 32-429 limits assumed): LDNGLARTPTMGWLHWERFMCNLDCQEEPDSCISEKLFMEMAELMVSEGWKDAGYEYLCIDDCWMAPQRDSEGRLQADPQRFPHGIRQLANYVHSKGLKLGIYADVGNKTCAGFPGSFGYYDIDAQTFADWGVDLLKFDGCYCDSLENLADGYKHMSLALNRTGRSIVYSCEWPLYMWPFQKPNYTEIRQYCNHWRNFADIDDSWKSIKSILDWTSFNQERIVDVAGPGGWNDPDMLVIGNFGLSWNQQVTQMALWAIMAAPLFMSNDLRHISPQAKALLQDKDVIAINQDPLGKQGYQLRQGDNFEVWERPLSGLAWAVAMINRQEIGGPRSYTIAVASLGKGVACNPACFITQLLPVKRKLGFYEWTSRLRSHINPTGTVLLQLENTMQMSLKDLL
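Human spleen homogenate (1 ug) was the enzyme source, with 4-methylumbelliferyl-alpha-D-galactopyranoside (1 mM final) in pH 5.0 citrate buffer with 0.01% Tween-20. Compounds were titrated; after 40 min at 37C, NaOH/glycine stop, 4-MU fluorescence read; AC50 from Hill fits.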
ALDH1A1 block – blocks purified human ALDH1A1 activity; AID 1030; 220,000 compounds, 7.3% hits; Potency, µM (series often up to 75.3 µM), inactives show at the top dose activity, negative = inhibition, hits mostly inhibitors; Purified ALDH1A1, NADH fluorescence, propionaldehyde substrate; active = well fitted inhibition curve with a large enough effect, not every such curve was filed as active; inconclusive = small, poorly fitted or top-dose-only effect, or another doubt; inactive = no such curve, though single readings can be large or run the other way;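 note: plate controls were no enzyme wells and a reference inhibitor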
NPSR antag – neuropeptide S receptor (human) antagonism, cAMP | CHO-NPSR cells, cAMP TR-FRET, antagonist mode | Q6W5P4 | AID 1461 | 220,000 compounds, 1% hits | Potency, µM (top dose mostly 38.3 µM), for inactives: at the highest dose activity change, negative = inhibition, actives largely listed as inhibitors; note: % is set by controls: 0 for no effect and ±100 for the full control effect; nearly all actives have a fitted effect of over 50% in size; many of its hits are not listed in these tables
Target sequence (Q6W5P4 whole entry, looked up): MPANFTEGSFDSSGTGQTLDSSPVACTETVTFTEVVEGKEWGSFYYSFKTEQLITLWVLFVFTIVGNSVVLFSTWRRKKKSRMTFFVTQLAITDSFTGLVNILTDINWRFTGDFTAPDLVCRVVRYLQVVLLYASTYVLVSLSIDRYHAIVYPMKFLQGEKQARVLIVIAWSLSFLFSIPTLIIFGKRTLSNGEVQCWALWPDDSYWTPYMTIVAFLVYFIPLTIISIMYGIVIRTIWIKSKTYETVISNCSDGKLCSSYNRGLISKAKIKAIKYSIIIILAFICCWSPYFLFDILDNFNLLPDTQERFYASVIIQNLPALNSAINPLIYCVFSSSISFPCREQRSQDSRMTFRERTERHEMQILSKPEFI
Epigenetic derep – regulators of epigenetic silencing causing reporter derepression in mouse cells | 280,000 compounds, 0.2% hits | AID 1865 | murine LDR cells, GFP reporter derepression, 30 h | Potency, µM (doses to about 53.9 µM), without a hit: at the highest dose GFP activation, hits mostly activators; note: % of control where 0% means no effect; nearly all actives have a fitted effect of over 60% in size
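Reporter derepression read as number of fluorescent GFP-positive objects, 20-120 um in size, counted by laser-scanning cytometer. Mouse LDR line with an epigenetically silenced CMV-GFP locus; compound incubation 30 h, 37 C.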
aGlu spleen mod – lysosomal alpha-glucosidase (human) modulation. human spleen homogenate, 4-MU-alpha-glucoside fluorescence. Potency, µM (highest dose often 79.9 µM), without a hit: top-dose activity change, negative = inhibition, actives largely listed as inhibitors. 240,000 compounds, 0.006% hits;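 note: 0% = enzyme with vehicle and -100% = no enzyme basal signal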
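Human spleen homogenate (1 ug) with 4-methylumbelliferyl-alpha-D-glucopyranoside (1 mM final) in 50 mM citrate/phosphate pH 5.0, 0.01% Tween-20; 40 min at 37 C. Stopped at pH 10; 4-MU fluorescence Ex 365/Em 440 nm; AC50 by Hill fit.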
GAA inh – inhibitors of human lysosomal alpha-glucosidase; P10253; purified human GAA, 4-MU-alpha-glucoside fluorescence; Potency, µM (series often up to 76.9 µM), inactives show top-dose activity change, negative = inhibition, usual class: inhibitors; 200,000 compounds, 0.005% hits;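 note: plate controls were uninhibited enzyme wells for no effect and no-enzyme background for full effect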
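Fluorescence at Ex 365/Em 440 nm from 4-methylumbelliferone reported enzyme activity after 20 min at room temperature. Reactions used 4 nM enzyme and 400 uM substrate at pH 5.0; curves fitted with the Hill equation.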
The depositor's hits bear a star; ? = inconclusive; . = no result given; & = joins results of further samples; [ ] = remark or other dose. Unless noted, calls come from the whole dose curve; as a rule, active = well fitted curve in the direction sought with a large enough effect; inconclusive = small, poorly fitted or top-dose-only effect, or another doubt; inactive = no such curve, though single readings can be large; an effect the other way counts as inactive or inconclusive. Potency is the fitted concentration of half-maximal effect. Some of the compounds tested; the hit share may differ from the screen's.

SMILES	Tau fluor cs	GAA glycogen mod	aGal spleen mod	ALDH1A1 block	NPSR antag	Epigenetic derep	aGlu spleen mod	GAA inh
CC(C)C(NC(=S)Nc1ccccc1)C(=O)O (stereo unspecified)	8%	?	-7%	4%	26%	-1.8%	-2%	-1%
Cn1c(=O)c(-c2ccccc2)nn2c3ccccc3nc12	4%	-3%	6%	1%	?	-1.6%	-13%	-2%
CN(C)CCCN(Cc1ccccc1)C(=S)NCc1ccccc1	-5%	6%	-3%	?	-10%	4.5%	2%	2%
CC(=O)c1c(C)[nH]c(C(=O)CSc2nnc(-c3ccc(Cl)cc3)n2CC2CCCO2)c1C (stereo unspecified)	-18%	-5%	-6%	-13%	-23%[46.1 µM]	-2.5%	-7%	-3%
c1ccc(SCCOCCN2CCc3ccccc3C2)cc1	-3%	2%	2%	6%	0%	7.1%	-4%	-20%
CN(C)S(=O)(=O)c1cccc(C(=O)C2=C3SC=C(c4ccccc4)N3CC2)c1	-28%	-7%	-7%	2µM*	-8%[46.1 µM]	0.0%	-3%	-5%
Cn1c(=O)c2c(nc(N3CCN(c4ccc([N+](=O)[O-])cc4)CC3)n2C)n(C)c1=O	-11%	-5%	0%	?	?	-0.4%	1%	0%
Cc1nn(-c2ccc(F)cc2F)c2c1-c1nc(N3CCCC3)ncc1CC2	-21%	4%	16%	-5%	?	-1.0%	7%	-8%
CC1CCc2c(C(=O)N3CCN(S(=O)(=O)c4cccs4)CC3)csc2C1 (stereo unspecified)	-4%	-14%	1%	?	?	-5.4%	-12%	?
Cc1cc(C(=O)CN2C(=O)c3ccccc3S2(=O)=O)c(C)n1CC1CCCO1 (stereo unspecified)	-5%	0%	22%	?	-12%[46.1 µM]	1.0%	2%	-1%
CC(=O)c1cccc(NC(=O)c2cc(C(C)C)on2)c1	-6%	7%	1%	?	-5%[46.1 µM]	2.7%	-1%	?
COc1cccc(N(CC(=O)NC(C)(C)C)C(=O)C2CSC(=O)C2)c1 (stereo unspecified)	-7%	-3%	6%	10%	0%[46.1 µM]	5.7%	-2%	3%
CCC(=O)N(CC)C1=C(O)c2ccccc2C(=O)C1=O	?	10%	0%	22µM*	0%[46.1 µM]	?	-3%	-4%
CCOC(=O)c1ccccc1NC(=O)c1cn(-c2ccc(C)c(C)c2)c(=O)c2ccccc12	1%	3%	7%	?	-48%	-1.8%	1%	-5%
COc1ccc(NC(=O)c2cc(C)cc(C)c2)cc1[N+](=O)[O-]	-20%	15%	-2%	?	-18%	-0.1%	-2%	-6%
NC(=O)c1sc2nc3c(c(-c4cccs4)c2c1N)CCCCC3	-18%	3%	-9%	?	-17%[46.1 µM]	3.2%	-4%	10%
Cn1ncc(Cl)c1C(=O)Nc1ccc(Cl)cn1	4%	1%	2%	3%	7%[46.1 µM]	0.1%	0%	1%
Cc1cc(C(F)F)nn1CC(=O)NCc1ccco1	2%	13%	-9%	?	14%	-1.5%	-8%	-5%
CCCC(=O)N1CCN(c2ccc(NC(=O)c3ccccc3)cc2)CC1	-14%	-8%	8%	-1%	-18%[46.1 µM]	0.8%	-6%	3%
CC(=O)N1CCN(C(=S)c2ccc([N+](=O)[O-])cc2)CC1	0%	6%	3%	22µM*	1%[46.1 µM]	0.0%	-3%	-14%
c1ccc(CN2CCN(C3=Nc4cccc5cccc3c45)CC2)cc1	-17%	-2%	-8%	?	-25%[46.1 µM]	-2.9%	-9%	3%
CCn1c(=O)[nH]c(=O)c2c(N)c(C(=O)c3ccccc3OC)sc21	-4%	10%	-7%	8%	-9%	0.0%	-14%	3%
c1ccc(C2CC(c3cccs3)Nc3nnnn32)cc1 (stereo unspecified)	-3%	2%	3%	?	-6%	14%	-5%	-3%
O=C(CNC(=O)c1ccccc1)OCc1cccc([N+](=O)[O-])c1	0%	-1%	-2%	-10%	17%	-0.9%	10%	-2%
CCc1ccc(CNCc2cccs2)cc1	2%	23%	-6%	-1%	7%	1.1%	0%	?
C=CCn1c(=O)c2ccccc2n2c(SCC(=O)c3ccccc3)nnc12	-10%	-3%	1%	?	-23%[46.1 µM]	-2.4%	-2%	-1%
CCOC(=O)CNc1nc(Oc2ccc(=O)n(C)n2)nc(N(CC)CC)n1	-2%&-4%	-13%	-18%	8%	11%	0.1%&3.2%	-1%	-3%
O=C(CNC(=O)c1ccc(S(=O)(=O)N2CCCC2)cc1)N/N=C/c1ccccc1Cl	-12%	-12%	4%	-6%	6%	-2.0%	-1%	-10%
CCOc1ccccc1C1CC(=O)Nc2cc3c(cc21)OCO3 (stereo unspecified)	-18%	-6%	-8%	-7%	26%[46.1 µM]	-2.2%	-3%	-5%
Cc1c(N=C/C=C/c2ccccc2)cnn1C	2%	-28%	0%	?	14%[46.1 µM]	-0.7%	-4%	0%
CC(C)c1ccc(NC(=O)N2CCCC2C(=O)Nc2ccc(-n3cnnn3)cc2)cc1 (stereo unspecified)	7%	2%	4%	5%	-16%	-2.7%	3%	2%
COC(=O)c1ccc(CSc2nc3ccccc3c(=O)n2CC(C)C)o1	-21%	1%	7%	?	?	-0.3%	6%	-8%
CCn1c(NC(=O)Nc2ccccc2OC)nc2ccccc21	-7%	3%	5%	-1%	-5%[46.1 µM]	-0.7%	-1%	6%
CCCC(=O)Nc1ccc(C(=O)NNC(=O)c2ccco2)cc1	1%	4%	-2%	-4%	-1%[46.1 µM]	0.0%	-4%	2%
Nc1nonc1C(=O)OCC(=O)c1ccc(Cl)cc1	3%	-9%	4%	-4%	14%[46.1 µM]	0.0%	1%	-10%
CN1CCN(c2ccc([N+](=O)[O-])cc2C(=O)c2ccccc2)CC1	-6%	6%	5%	?	-12%[46.1 µM]	-1.1%	1%	?

3 compounds out of the list above, sorted by their value in GAA inh, descending:
SMILES | GAA glycogen mod | aGal spleen mod | ALDH1A1 block | NPSR antag | Epigenetic derep | aGlu spleen mod | GAA inh
CCn1c(NC(=O)Nc2ccccc2OC)nc2ccccc21 | 3% | 5% | -1% | -5%[46.1 µM] | -0.7% | -1% | 6%
CCOC(=O)CNc1nc(Oc2ccc(=O)n(C)n2)nc(N(CC)CC)n1 | -13% | -18% | 8% | 11% | 0.1%&3.2% | -1% | -3%
O=C(CNC(=O)c1ccc(S(=O)(=O)N2CCCC2)cc1)N/N=C/c1ccccc1Cl | -12% | 4% | -6% | 6% | -2.0% | -1% | -10%

(cont.)
SMILES	Tau fluor cs	GAA glycogen mod	aGal spleen mod	ALDH1A1 block	NPSR antag	Epigenetic derep	aGlu spleen mod	GAA inh
Cc1cc(NC(=O)CSC2=NCCS2)no1	-5%	-1%	5%	-6%	-2%[46.1 µM]	0.0%	-11%	2%
Cc1nc2ncccn2c1-c1csc(Nc2ccccc2)n1	?	-26%	-2%	1%	3%	-1.0%	-10%	-4%
Nc1c(C(=O)NCc2ccccc2)c2nc3ccccc3nc2n1CCCN1CCOCC1	?	11%	?	?	-48%	2.6%	20%	?
Cc1sc(NC(=O)CSc2nnnn2C2CCCCC2)c(C#N)c1C	-8%	-3%	-11%	?	-12%[46.1 µM]	-0.7%	-2%	5%
COc1cccc(/C=N/NC(=S)Nc2cccc(C(=O)O)c2)c1	1%	?	2%	32µM*	8%	-1.1%	1%	2%
CCOc1c2ccc(C(=O)NCc3ccc(C)cc3)cc2nn1CCOC	-3%	3%	16%	?	-3%[46.1 µM]	-2.3%	5%	3%
Cc1ccccc1NC(=O)c1cccc(S(C)(=O)=O)c1	2%	4%	9%	?	14%	-1.4%	-3%	4%
COc1nc(-c2ccccc2)ccc1-c1noc(C)n1	-12%	1%	4%	1%	?	-2.2%	-2%	?
CC(=O)Nc1ccc(S(=O)(=O)N(C)c2ccc(O)cc2)cc1	5%	-3%	16%	?	-13%[7.67 µM]	4.2%	-13%	1%
Cc1cccc(C(=O)NNC(=O)c2ccc(Br)cc2)c1	7%	9%	-4%	9%	5%	0.2%	-6%	14%
O=C(CSc1nnc(-c2ccc([N+](=O)[O-])cc2)o1)Nc1ccccn1	-9%	10%	-7%	7%	-4%	?	-2%	8%
CCCCNC(=O)CSc1nc2ccc(C)cc2[nH]1	-2%	-9%	-5%	9%	8%	-0.2%	4%	13%
COC(=O)c1ccc(Cn2cc(C(F)(F)F)cc([N+](=O)[O-])c2=O)cc1	2%	1%	-4%	6%	-1%	-4.4%	-1%	-3%
C=CCNC(=O)C12CCC(C)(C(=O)C1Br)C2(C)C (stereo unspecified)	7%	6%	-2%	5%	13%	1.8%	-4%	-1%
COc1ccc(C(CNC(=O)COc2ccccc2C#N)N2CCOCC2)cc1 (stereo unspecified)	-2%	4%	9%	-5%	-2%[46.1 µM]	3.0%	2%	-2%
CC(C)CNC1CS(=O)(=O)CC1O (stereo unspecified)	-5%	5%	1%	.	6%	-0.1%	-2%	.
CC(=O)NC12CC3CC(C1)CC(C(=O)OCC(=O)Nc1ncc(Cl)cc1Cl)(C3)C2	0%	-8%	-1%	-4%	-15%[46.1 µM]	5.7%	3%	-7%
CN1CCN(C(=O)C2=C[C@@H](C3CC3)C[C@@H](OCc3ccc(CO)cc3)O2)CC1	-3%	15%	-1%	-8%	-5%	0.8%	1%	.
Cc1nc(SCCOc2ccccc2)[nH]c(=O)c1Cc1ccccc1	18%	-8%	-1%	8%	-19%	-1.2%	-3%	.
CC(C)c1ccc(C(=O)NCc2ccc(Cl)cc2)cc1	9%	14%	1%	1%	-12%[46.1 µM]	0.0%	-5%	-3%
COc1ccccc1CNC(=O)Cc1cc(=O)[nH]c(=O)[nH]1	-8%	6%	5%	10%	-2%	7.7%	11%	5%
c1cncc(-c2csc(NCc3ccco3)n2)c1	-14%	-34%	2%	?	-8%[46.1 µM]	0.0%	-15%	-13%
O=S(=O)(c1cccc(-c2nc3ccccc3s2)c1)N1CCCC1	?	-8%	3%	?	-11%[46.1 µM]	2.9%	-5%	-18%
CCCCOC(=O)n1ccc(C(=O)Nc2ccccc2OC)n1	-17%	4%	-3%	4%	5%[7.67 µM]	-3.9%	-4%	-2%
